# TRHR ag: TRH receptor (human) agonism. TRHR cells, calcium flux fluo-8, FDSS agonist mode. P34981. AID 493084. 0.18% of 360,000 active. activation, % at 2 µM; in the data active = activation above about 30%; also: 0% is about no effect
#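 TRHR-expressing cells, plated overnight in medium with 10% serum, were loaded with fluo-8 calcium dye at room temperature. After a 10 s baseline, library compound was pin-added and calcium release was recorded kinetically (ex 480/em 530) as agonist response.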
# PI4K2A inh: inhibitors of human PI4K2A; Q9BTU6; purified PI4K2A, ADP-Glo luminescence, 1 h; active compounds read low; activity change, negative = inhibition, % at 76.9 µM; 0.13% of 420,000 active; AID 1346378; in the data active = activity change below about -50%; inconclusive = mostly about -30% to -49%;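 also: -100% = wells without enzyme as full effect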
#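 PI4K2A activity was measured by ADP-Glo luminescence: enzyme (4 ug/mL stock) and phosphatidylinositol (1.2 mM stock) in Tris pH 7.5/MgCl2/EGTA/Triton X-100 buffer were reacted with ATP (300 microM stock) for one hour at ambient temperature.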
# TrxR1 inh: rat TrxR1 inhibition; AID 588453; 1% of 390,000 active; recombinant rTrxR1, NADPH fluorescence consumption, selenite substrate; Potency, µM (series often up to 114 µM), inactives show at the top dose activity change, negative = inhibition, usual class: inhibitors; also: potency is read from the fitted curve at half-maximal effect; % is scaled to controls: 0 for no effect and ±100 for the full control effect; nearly all actives have a fitted effect of over 65% in size
# Target sequence (O89049 whole entry, looked up): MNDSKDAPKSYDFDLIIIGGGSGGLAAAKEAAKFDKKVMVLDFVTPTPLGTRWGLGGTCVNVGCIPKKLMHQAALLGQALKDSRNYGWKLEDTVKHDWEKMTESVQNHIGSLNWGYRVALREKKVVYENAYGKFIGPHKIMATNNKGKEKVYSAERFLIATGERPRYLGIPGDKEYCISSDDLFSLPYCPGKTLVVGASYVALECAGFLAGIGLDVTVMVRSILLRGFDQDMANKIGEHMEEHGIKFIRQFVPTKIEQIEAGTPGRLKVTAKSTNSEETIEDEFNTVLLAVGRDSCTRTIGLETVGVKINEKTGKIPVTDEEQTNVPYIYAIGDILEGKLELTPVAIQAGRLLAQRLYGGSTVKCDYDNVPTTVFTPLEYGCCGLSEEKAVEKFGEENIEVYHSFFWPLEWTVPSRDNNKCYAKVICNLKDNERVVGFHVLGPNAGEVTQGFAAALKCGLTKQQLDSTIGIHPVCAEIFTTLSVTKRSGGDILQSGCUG
#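 Rat TrxR1 (90 nM in the dispensed reagent) was pre-reduced with 400 uM NADPH for 5 min at room temperature, then incubated with compound for 15 min. After 400 uM selenite was added, NADPH fluorescence (Ex 340/Em 450 nm) was followed for 8 min.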
# D2 antag: antagonists of human D2 dopamine receptor. 2% of 340,000 active. AID 485344. HEK293 TREx D2 cells, calcium flux, dopamine EC80. inhibition, % at 10 µM; in the data active = inhibition above about 30%; also: 0% is about no effect
#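 Read-out: kinetic calcium fluorescence (1 cycle/s) in inducible HEK293 T-REx D2 cells after an EC80 dopamine addition that followed 180 s compound preincubation. Loss of the dopamine response indicates antagonism.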
# TrxR1 substrate: substrates of rat thioredoxin reductase 1. AID 588456. purified TrxR1 substrate turnover, NADPH consumption readout. O89049. 0.01% of 390,000 active. Potency, µM (highest dose often 114 µM), inactives show at the top dose activity change, negative = substrate turnover; also: potency is read from the fitted curve at half-maximal effect; % is scaled to controls: 0 for no effect and ±100 for the full control effect; nearly all actives have a fitted effect of over 50% in size
#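 Rat TrxR1, dispensed at 90 nM, was prereduced with 400 uM NADPH (final) for 5 min at ~22 deg C, then incubated with compound 15 min before 400 uM selenite. A first-read NADPH fluorescence drop versus no-compound background flagged substrates.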
# TRHR PAM: TRH receptor (human) allosteric enhancement; P34981; TRHR cells, fluo-8 calcium fluorescence, EC20 TRH enhancement; enhancement, % at 2 µM; 0.66% of 360,000 active; in the data active = enhancement above about 30%; also: 0% is about no effect
#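 Enhancer read-out: after compound pinning and an initial kinetic agonist-mode read, an EC20 of TRH (10 nM final) was injected and fluo-8 calcium signal (Ex 480/Em 530) followed at 1 s/cycle for 100 cycles in TRHR-expressing cells.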
# mIDH1 inhibitor: blocks human mutant IDH1 R132H enzyme; O75874; IDH1-R132H enzyme, NADPH consumption, diaphorase/resazurin fluorescence; Potency, µM (highest dose often 76.6 µM), for the others: at the highest dose activity change, negative = inhibition, usual class: inhibitors; 0.093% of 390,000 active; AID 602179; also: potency is read from the fitted curve at half-maximal effect; % is scaled to controls: 0 for no effect and ±100 for the full control effect; nearly all actives have a fitted effect of over 65% in size
# Target sequence (O75874 whole entry R132H, stated change not applied): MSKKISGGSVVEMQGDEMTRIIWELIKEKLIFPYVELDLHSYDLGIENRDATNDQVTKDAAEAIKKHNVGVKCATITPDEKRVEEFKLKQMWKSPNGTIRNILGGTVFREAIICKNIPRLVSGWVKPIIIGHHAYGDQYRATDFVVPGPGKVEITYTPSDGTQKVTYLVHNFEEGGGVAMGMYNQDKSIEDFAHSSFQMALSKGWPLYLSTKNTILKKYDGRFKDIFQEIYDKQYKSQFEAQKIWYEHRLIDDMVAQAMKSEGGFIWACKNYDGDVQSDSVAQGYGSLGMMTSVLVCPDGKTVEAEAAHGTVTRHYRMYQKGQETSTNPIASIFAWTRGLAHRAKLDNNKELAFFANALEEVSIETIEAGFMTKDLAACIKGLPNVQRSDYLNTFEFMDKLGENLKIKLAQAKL
#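 IDH1-R132H (0.5 ug/mL dispensed) in pH 7.5 Tris buffer was preincubated 30 min with compound, then given a substrate mix of 0.016 mM NADPH and 2 mM alpha-KG for 80 min at room temperature; remaining NADPH was read by diaphorase/resazurin fluorescence.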
# USP1-UAF1 inh: blocks the human USP1/UAF1 deubiquitinase complex; 0.23% of 390,000 active; AID 743255; recombinant USP1/UAF1, Ub-Rhodamine cleavage fluorescence; Potency, µM (series often up to 57.1 µM), inactives show at the top dose activity change, negative = inhibition, usual class: inhibitors; also: potency is read from the fitted curve at half-maximal effect; % is scaled to controls: 0 for no effect and ±100 for the full control effect; nearly all actives have a fitted effect of over 60% in size; inactives centre near -12
#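 In this screen, compounds sit with the deubiquitinase complex (1nM) for 15 min at room temperature before Ub-Rho is added at 150nM final. Fluorescence rise is then followed for 6 reads every 60 seconds.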
# D2 agonist: agonists of human D2 dopamine receptor; HEK293 T-REx D2 cells, calcium flux agonist mode; activation, % at 2 µM; 0.53% of 340,000 active; AID 485358;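 active = activation over 3 SD above normal in the single-dose calcium agonist read, cut at about 30% in these data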; also: 0% is about no effect
#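 HEK293 Trex D2 cells, tetracycline-induced, o/n 30 C 5% CO2; no-wash Ca dye, RT 30–90 min; 10-cycle baseline, 23 nl cpd added, kinetic Ca read 180 s; agonist hits = positive Ca response.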
# The depositor's hits bear a star; ? = inconclusive; . = no result given; & = joins results of further samples; [ ] = another dose, or the depositor's remark. Unless noted, calls follow the shape of the dose curve; as a rule, active = well fitted inhibition curve with a large enough effect; inconclusive = small, poorly fitted or top-dose-only effect; inactive = no such curve, though single readings can be large or run the other way.
SMILES,TRHR ag,PI4K2A inh,TrxR1 inh,D2 antag,TrxR1 substrate,TRHR PAM,mIDH1 inhibitor,USP1-UAF1 inh,D2 agonist
O=C(NCc1ccccc1)/C(=C/c1cccc([N+](=O)[O-])c1)NC(=O)c1ccco1,-0.1,2,8%[57.1 µM],-5,1%[57.1 µM],5,2%,-27%,-2.7
CCOC(=O)c1cn2nc(SCc3ccccc3)nc2nc1C,0.1,-3,-2%[57.1 µM],-2,3%[57.1 µM],-7,4%,-20%,13
CC12CCC(c3nnc(SCc4ccc(Cl)cc4)nc31)C2(C)C (stereo unspecified),-0.3,-3,2%,-17,-3%,4,2%,-21%,0.0
Cc1ccc(S(=O)(=O)NC2=NCN(CCOC(=O)c3ccccc3)CN2)cc1,-0.6,2,24%,-20,7%,20,-1%,-19%,-0.7
COc1ccc(-c2nc3ccccc3s2)cc1NC(=O)c1cc(OC)c(OC)c(OC)c1,1.7,-2,20%,.,16%,2,0%,-23%,0.6
Cc1cc(C)cc(NC(=O)CSc2oc(-c3ccco3)nc2S(=O)(=O)c2ccccc2)c1,0.7,2,6%,.,-8%,-4,0%,-15%,-0.4
COCCCNC(=O)/C(C#N)=C/c1c(N2CCN(c3ccc(OC)cc3)CC2)nc2c(C)cccn2c1=O,-0.2,81,-4%[57.1 µM],-4,8%[57.1 µM],-1,9%,-22%,-0.8
Cc1ccc(OCC(=O)Nc2ccc3nc(SCC(=O)N4CCOCC4)sc3c2)cc1,0.1,0,16%,.,3%,15,-12%,-6%,-0.7
COc1ccc(CCNC(=O)CSc2nc3scc(-c4ccccc4)c3c(=O)[nH]2)cc1,.,5,16%,.,0%,.,2%,-12%,.
Cc1c(C(=O)N2CCN(c3ccccn3)CC2)oc2c1C(=O)CC(C)(C)C2,-0.3,-2,20%,14,2%,2,-11%,-25%,-0.2
CCCN=Cc1sc2ccc(OCC)cc2c1O,-0.1,0,1%,-14,10%[57.1 µM],-3,2%,-11%,-0.3
Cc1cccc(NC(=O)c2ccc3c(=O)n(CC4CCCO4)c(=S)[nH]c3c2)c1 (stereo unspecified),-0.2,1,12%,.,2%,11,1%,6%,.
O=C(N/N=C\c1ccc[nH]1)c1cncc(Br)c1,0.2,2,34%,-4,2%,10,8%,1%,-0.1
O=C(c1ccc(Cl)cc1)C(CN1CCCCC1)c1ccccc1 (stereo unspecified),0.1,30,25µM*,-1,4%,3,4%,?,1.3
CCOC(=O)N1CCN(C(=O)CSCc2ccccc2)CC1,-0.4,-1,12%,.,2%,2,4%,-17%,.
COc1c(C)cccc1C(=O)NC(=S)Nc1cccc2nsnc12,0.0,2,28%,-7,10%,3,10%,-20%,0.3
COc1ccc(Cl)cc1NC(=O)CSc1c2c(nc3ccccc13)CCC2,0.5,-11,7%,.,-2%,-9,-5%,-13%,-1.1
O=C(NCCS(=O)(=O)N1CCN(c2ccccc2F)CC1)c1ccccc1C(F)(F)F,-0.6,3,4%[57.1 µM],.,-5%[57.1 µM],-3,-19%,-15%,-0.9
COc1cc(CC(=O)Nc2ccc(S(=O)(=O)NC3=NCCCCC3)cc2)cc(OC)c1OC,0.3,8,11%,3,-4%,3,-8%,-18%,2.1
Oc1[nH]c2ccccc2c1C=Nc1ccccc1,0.1,-11,14%[57.1 µM],0,1%[57.1 µM],-4,23%,-13%,0.9
O=C(COc1ccccc1C(=O)O)Nc1nc2ccc([N+](=O)[O-])cc2s1,2.8,-9,15%,18,3%,-5,-4%,-15%,7.3
COc1cc(OC)cc(-c2nnc(SCC(=O)c3ccc([N+](=O)[O-])cc3)o2)c1,0.2,-3,24%,.,5%,0,-5%,-27%,-0.2
CCN(CC(=O)Nc1ccc(NC(C)=O)cc1)C(=O)c1ccccc1CCc1ccccc1,0.0,2,-8%,6,-8%,-5,8%,-15%,0.4
CCOc1ccc(C(C)(C)C)cc1S(=O)(=O)N1CC(C)OC(C)C1 (stereo unspecified),0.1,-2,12%[57.1 µM],0,-14%,-5,6%,-8%,0.6
Cc1ccc2c(c1)C(=O)C(=O)N2Cc1ccc(Br)cc1,.,23,7%[57.1 µM],.,-11%[57.1 µM],.,?,-30%,.
CCc1ccc(NC(=O)CCn2nc(C)c(S(=O)(=O)N3CCCCC3)c2C)cc1,-0.6&-0.1,-6&2,-6%,19,-10%,6&-4,6%&-6%,-17%&-25%,-1.9&0.9
Cc1cccn2c(=O)c3cc(C(=O)NCC4CCCO4)c(=N)n(CCc4ccccc4)c3nc12 (stereo unspecified),0.1,13,133%[activator],-2,834%[activator],6,-5%,-13%,-0.9
Cc1ccc(CN2CCN(Cc3cn(C)nc3C)CC2CCO)o1 (stereo unspecified),0.2,-20,23%,19,5%,0,-4%,-22%,0.2
Cc1ccc(C(=O)NCC(=O)NC2CCC(C)CC2)s1 (stereo unspecified),0.4,-1,27%,7,9%,4,-5%,-22%,0.5
CCCCn1c(N)c(N(CC(C)C)C(=O)c2ccc(-n3c(C)ccc3C)cc2)c(=O)[nH]c1=O,0.3,0,?,-3,-4%,10,-1%,-5%,0.5

# Nine compounds from above, arranged by heavy-atom count, rising:
SMILES,TRHR ag,PI4K2A inh,TrxR1 inh,D2 antag,TrxR1 substrate,TRHR PAM,mIDH1 inhibitor,USP1-UAF1 inh,D2 agonist
Cc1ccc(C(=O)NCC(=O)NC2CCC(C)CC2)s1 (stereo unspecified),0.4,-1,27%,7,9%,4,-5%,-22%,0.5
Cc1ccc(CN2CCN(Cc3cn(C)nc3C)CC2CCO)o1 (stereo unspecified),0.2,-20,23%,19,5%,0,-4%,-22%,0.2
O=C(COc1ccccc1C(=O)O)Nc1nc2ccc([N+](=O)[O-])cc2s1,2.8,-9,15%,18,3%,-5,-4%,-15%,7.3
COc1ccc(Cl)cc1NC(=O)CSc1c2c(nc3ccccc13)CCC2,0.5,-11,7%,.,-2%,-9,-5%,-13%,-1.1
COc1cc(OC)cc(-c2nnc(SCC(=O)c3ccc([N+](=O)[O-])cc3)o2)c1,0.2,-3,24%,.,5%,0,-5%,-27%,-0.2
CCc1ccc(NC(=O)CCn2nc(C)c(S(=O)(=O)N3CCCCC3)c2C)cc1,-0.6&-0.1,-6&2,-6%,19,-10%,6&-4,6%&-6%,-17%&-25%,-1.9&0.9
O=C(NCCS(=O)(=O)N1CCN(c2ccccc2F)CC1)c1ccccc1C(F)(F)F,-0.6,3,4%[57.1 µM],.,-5%[57.1 µM],-3,-19%,-15%,-0.9
CCCCn1c(N)c(N(CC(C)C)C(=O)c2ccc(-n3c(C)ccc3C)cc2)c(=O)[nH]c1=O,0.3,0,?,-3,-4%,10,-1%,-5%,0.5
Cc1cccn2c(=O)c3cc(C(=O)NCC4CCCO4)c(=N)n(CCc4ccccc4)c3nc12 (stereo unspecified),0.1,13,133%[activator],-2,834%[activator],6,-5%,-13%,-0.9

# Remaining list, next part
SMILES,TRHR ag,PI4K2A inh,TrxR1 inh,D2 antag,TrxR1 substrate,TRHR PAM,mIDH1 inhibitor,USP1-UAF1 inh,D2 agonist
CC(CC(=O)N1CCN(C(=O)c2ccccc2)CC1)c1ccccc1 (stereo unspecified),0.2,-5,18%,38*,10%[57.1 µM],18,12%,-4%,0.6
N#CCCN(C1CCCCC1)S(=O)(=O)CCOc1ccccc1,0.3,-4,-5%,16,4%,18,7%,-14%,-0.2
CCCCN(C(=O)/C=C/c1ccco1)c1c(N)n(CCC)c(=O)[nH]c1=O,0.2,1,-8%[57.1 µM],8,-13%,-7,-1%,-16%,1.8
Cc1cccc(OCC(=O)Nc2nnc(S(=O)(=O)N3CCCCC3)s2)c1,-0.1,-7,16%[57.1 µM],-10,6%[57.1 µM],-5,-11%,-23%,-0.7
O=C(O)c1ccc(Cl)c(S(=O)(=O)NC(Cc2ccccc2)C(=O)O)c1 (stereo unspecified),1.0,-7,14%,.,-4%,1,-9%,-11%,.
CCCNc1ncnc2onc(C)c12,0.1&4.4,5&-4,17%&2%,4,0%&-4%,13&8,10%&-8%,-16%&-3%,0.4&1.1
c1coc(CNc2ncnc3sc4c(c23)CCCCC4)c1,0.1,8,2%[57.1 µM],-13,-6%[0.457 µM],0,2%,-17%,0.4
Cc1ccc(N2C(=O)C3CCC(c4ccccc4)CC3C2=O)cc1 (stereo unspecified),0.1,2,14%,4,2%,9,1%,-1%,-0.7
Cc1cc(C(F)F)n2nc(C(=O)Nc3ccccc3Br)nc2n1,-0.2,-6,-6%,21,19%,0,5%,-19%,0.9
COc1ccccc1/C=N/NC(=O)CC(=O)NCc1ccccc1,-0.5,0,13%[57.1 µM],2,1%,0,42%[activator],-21%,-1.3
CCOC(=O)CCS(=O)(=O)c1ccc(-c2ccc(S(=O)(=O)CCC(=O)OCC)cc2)cc1,1.1,1,19%,-2,9%,-3,0%,1%,-0.5
Cc1ccc(Cl)cc1N1CCN(C(=O)Cc2cn(C)c3ccccc23)CC1,-0.7,2,10%[57.1 µM],-20,5%[57.1 µM],12,10%,-12%,0.3
Cc1cccc(NS(=O)(=O)c2cccc(C(=O)NCC3(N4CCCCC4)CCCCC3)c2)c1,0.3,3,6%,.,-5%,7,-1%,1%,.
CCN(C(C)=O)c1cccc2ccccc12,-0.5,3,13%[57.1 µM],-17,9%[57.1 µM],-2,5%,-14%,0.1
C=CCn1c(SC)nccc1=O,.,0,12%,.,7%,.,-8%,-12%,.
COc1ccc(C(=O)Nc2nc3ccc(S(C)(=O)=O)cc3s2)cc1OC,-1.0,-4,10%[57.1 µM],12,11%,-2,2%,-19%,0.3
COc1cc(Cl)ccc1S(=O)(=O)n1nc(C)cc1C,-0.4,9,2%[57.1 µM],-5,-6%[57.1 µM],3,3%,-6%,-1.0
O=C(/C=C/Nc1ccccc1)c1cnc(-c2ccccc2)s1,1.4,-4,26%[57.1 µM],-10,9%[57.1 µM],-6,3%,-18%,0.5
CC(C)CC1(C)NC(=O)N(CCN2C(=O)c3ccccc3C2=O)C1=O (stereo unspecified),-0.4,1,-9%,12,-2%,5,3%,-8%,0.6
